LRH-1 inv ag: NR5A2 inverse agonism in reporter assay. O00482. HEK293T StAR-luciferase reporter, LRH-1 transfected, 24 h. inhibition, % at 3.6 µM. hit rate 0.13% among 360,000;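 active means inhibition above the mean inhibition of all tested compounds plus 3 SD, cut at about 73% in these data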;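 further: 0% = DMSO wells and 100% = reporter-only cells lacking LRH-1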
SRC3 inh: inhibits human SRC3 coactivator; HEK293 GAL4-SRC3 luciferase reporter, luminescence; inhibition, % at 3.6 µM; Q9Y6Q9; hit rate 0.17% among 360,000;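 active means inhibition above a per-campaign cutoff, the mean of all compounds plus 3 SD, cut at about 60% in these data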;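 further: 0% = DMSO-treated cells and 100% = gossypol-treated cells at 36 µM; higher means less SRC3-driven luciferase light from the GAL4 reporter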
TLR9-MyD88 block: inhibitors of human TLR9-MyD88 binding; Q9NR96+Q99836; CHO BLA complementation TLR9-MyD88, CCF4 FRET ratio; inhibition, % at 4.98 µM; hit rate 0.21% among 340,000; AID 504734;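 active means inhibition above the mean over all tested compounds plus 3 SD, cut at about 21% in these data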;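 further: 0% = DMSO only wells and 100% = clavulanate BLA inhibitor control wells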
NCOA2 inhibitor: human SRC2 (NCOA2) inhibition; Q15596; HEK293 GAL4-SRC2 luciferase reporter, luminescence; inhibition, % at 9 µM; hit rate 0.17% among 370,000;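 active means inhibition above the mean inhibition of all tested compounds plus 3 SD, set per campaign, cut at about 52% in these data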;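 further: 0% = DMSO treated cells and 100% = cells given Gossypol at 36 µM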
Exocytosis inh: blocks lytic granule exocytosis; TALL-104 LAMP-1 surface exposure, flow cytometry; cells stimulated with thapsigargin and PMA; inhibition, % at 10 µM; hit rate 0.66% among 360,000; AID 651702;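 active means inhibition above about 55%, limit read from the data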
NOD2 RIPK2 PPI: NOD2-RIPK2 protein interaction inhibition. O43353. CHO BLA complementation NOD2-RIPK2, CCF4 ratio. inhibition, % at 4.98 µM. hit rate 0.38% among 360,000; in the data active means inhibition above about 21%;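 further: 0% = vehicle only and 100% = reference blocker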
TROY signal inh: blocks TROY-dependent signaling in reporter cells. Q293 LMP1-TROYcd NF-kB luciferase reporter, 4 h. inhibition, % at 10 µM. hit rate 0.98% among 360,000;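 active means compounds whose plate-normalised and pattern-corrected inhibition of the luciferase reporter signal at the single screening dose is 50% or more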
ABHD5 PLIN5 PPI: inhibitors of human ABHD5-perilipin-5 interaction; hit rate 0.78% among 360,000; Q00G26+Q8WTS1; inhibition, % at 4 µM; Split G. princeps luciferase complementation, luminescence, 4 h;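 active means inhibition above the mean inhibition across every tested compound plus 3 SD, cut at about 22% in these data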;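 further: 0% = DMSO only wells and the 100% control is not disclosed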
SRC1 inh: human NCOA1 inhibition; Q15788; HEK293 GAL4-SRC1 luciferase reporter, luminescence; inhibition, % at 3.6 µM; hit rate 0.12% among 360,000; AID 588354;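 active means inhibition above the campaign mean plus 3 SD, with each screening campaign given its own cutoff, cut at about 60% in these data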;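 further: 0% = DMSO treated cells and 100% = gossypol at 36 µM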
COUP-TFII inh: inhibitors of human COUP-TFII (NR2F2). P24468. HEK293T NGFI-A luciferase reporter, luminescence. inhibition, % at 8.6 µM. hit rate 0.7% among 370,000;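 active means inhibition above a per-plate cutoff, mean inhibition of test wells between control levels plus 3 SD, cut at about 38% in these data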;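 further: cells cotransfected with COUP-TFII expression vector driving the NGFI-A reporter; 0% = median of COUP-TF2 test wells and 100% = reporter-only cells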
TWEAK-Fn14 inh: blocks TWEAK-Fn14 interaction in a reporter cell assay | hit rate 2% among 360,000 | AID 1159606 | TWEAK-stimulated Fn14 reporter cells, luciferase luminescence, 8 h | inhibition, % at 10 µM; in the data active means inhibition above about 50%
Active calls of the source: *; · = not tested or not shown. This is a subset; count on the stated rates, not on these rows.

SMILES	LRH-1 inv ag	SRC3 inh	TLR9-MyD88 block	NCOA2 inhibitor	Exocytosis inh	NOD2 RIPK2 PPI	TROY signal inh	ABHD5 PLIN5 PPI	SRC1 inh	COUP-TFII inh	TWEAK-Fn14 inh
COc1cc(C)c(C)cc1S(=O)(=O)N1CCN(Cc2ccccc2)CC1	5	0	3	4	-1	-11	-2	3	1	16	-4
O=C(Nc1cc(F)ccc1F)c1ccc(-n2cncn2)c([N+](=O)[O-])c1	-21	-14	-3	-13	-2	-10	-26	13	2	9	-28
O=C(O)CN1C(=O)NC2(CCc3ccccc32)C1=O (stereo unspecified)	13	-5	-8	7	-18	-15	10	7	13	-7	-9
CN(NS(=O)(=O)c1ccc([N+](=O)[O-])cc1)c1ccccc1	-10	2	-4	-21	-3	-2	-57	-8	-17	-15	-31
COc1ccc([C@H]2CC(=O)C=C(c3cc(C=O)ccc3OC)C2)cc1	5	0	-7	-13	-2	3	10	3	-4	12	16
c1ccc(CCn2nnnc2C(c2cccs2)N2CCOCC2)cc1 (stereo unspecified)	6	1	1	29	2	-3	-12	3	-4	-6	-9
CN(Cc1cnccn1)Cc1nc(Cc2ccccc2F)no1	12	-4	-2	-5	-2	-4	11	-6	-26	-8	19
Cc1ccc(N2CCN(C(=O)N3CCCC3)CC2)cc1Cl	-20	3	-6	-14	1	-6	-25	3	-4	6	-20
COc1cc(NC(=O)COC(=O)[C@@H]2CCCN2S(=O)(=O)c2ccc(Cl)cc2)cc(OC)c1OC	0	-18	-20	-25	-3	-10	23	8	-2	-25	-17
N#C/C(=C(/O)CN1C(=O)c2ccccc2C1=O)c1nc2ccccc2[nH]1	-7	2	10	-7	0	-14	-11	1	-4	-17	10
O=C(O)Cn1c(COc2ccc(Cl)cc2)nc2ccccc21	11	13	6	-9	-3	-8	5	-3	-30	12	-3
N#Cc1ccc(OCC(=O)Nc2ccncc2)cc1	4	12	-10	-9	6	-4	-3	-10	-2	7	14
S=c1[nH]nc(-c2ccc(Cl)cc2)n1/N=C/C=C/c1ccco1	3	7	·	12	-4	3	0	1	3	7	8
COC(=O)C1=C(C)N(Cc2ccccc2)C(=NCCc2c[nH]c3ccccc23)N[C@H]1c1ccccc1	-10	-7	1	·	11	1	0	11	4	·	7
COc1ccc(NS(=O)(=O)c2cc(C(=O)N3CCN(C/C=C/c4ccccc4)CC3)ccc2C)cc1	3	5	3	12	-3	3	12	7	-8	7	4
O=C(c1ccco1)N1CCN(C(c2coc3ccc(Cl)cc3c2=O)c2nnnn2C2CCCC2)CC1 (stereo unspecified)	2	7	3	-3	2	-14	9	-1	-5	-1	23
Cc1ccc(C2(C)NC(=O)N(CC(=O)c3ccc(Cl)s3)C2=O)cc1 (stereo unspecified)	-5	10	0	13	-3	0	-2	3	10	15	17
COc1ccc(C2=NN(C(=O)c3cccnc3)C(c3ccccc3)C2)cc1 (stereo unspecified)	9	-20	3	-24	3	4	-13	1	2	8	0
C=C1CC(COc2cc(=O)oc3ccccc23)(c2ccccc2)OC1=O (stereo unspecified)	-9	-10	-12	-11	28	11	58*	-7	-22	-19	67*
O=C(CSc1nc(-c2cccs2)cc(C(F)(F)F)n1)NCc1ccco1	-3	21	1	-6	-2	4	5	-1	8	2	20
OCC[C@@H]1C[C@H](O)[C@@H](O)[C@]2(CCc3ccccc3CO2)O1	-4	0	-4	1	-6	-1	-17	0	1	-3	9
CN(C)NC(=O)c1ccsc1NC(=O)c1ccc(S(=O)(=O)N2CCCC2)cc1	2	-11	-3	1	-2	-9	19	-1	2	6	10
Cc1ccc(-c2nnn(CCC(=O)NC3CCCC3)n2)cc1	14	12	-9	-18	0	-4	-18	3	-5	-1	-10
CC(=O)CC(C)(C)n1nnc(-c2ccccc2)n1	-6	10	-8	2	-7	-4	-3	-3	-20	-8	92*
COc1ccc(CCNC(=O)Cn2c(=O)n(-c3ccc(F)cc3F)c(=O)c3sccc32)cc1OC	18	4	-8	-7	0	-10	16	2	3	5	0
O=c1ccc2cc(S(=O)(=O)Nc3ccc(F)cc3)ccc2o1	7	10	0	-21	-6	2	-15	-4	-12	-3	4
NC(=O)c1ccsc1NC(=O)COC(=O)Cc1c[nH]c2ccccc12	9	2	5	-17	-2	-6	9	4	-4	25	23
N/C(CSc1ccc(Cl)cc1)=N\S(=O)(=O)c1ccc(Cl)cc1	3	-2	-8	-14	-1	-4	-3	11	-10	-12	-18
Cc1ccc(N(CC(=O)NCc2ccccc2)C(=O)CCC(=O)Nc2ccccn2)c(C)c1	2	-21	-10	7	10	2	-10	-8	20	14	-32
Cc1ccc2cn[nH]c2c1N	19	6	-5	3	-4	-4	1	8	-17	3	8
CCOC(=O)CSc1nnc(NC(=O)CN2CCCCC2)s1	9	0	6	-1	-7	-2	-25	-5	-5	6	9
COc1ccc(N(CC(=O)N2CCC(C)CC2)S(=O)(=O)c2c(C)nn(C)c2C)cc1	0	-8	-1	6	-2	-7	-6	4	10	0	3
Cc1c(NC(=O)c2cccs2)cccc1-c1nc2ccccc2s1	1	1	-2	-24	9	2	-14	2	-22	-5	-8
Cc1ccc(C(=O)C2=C(O)C(=O)N(Cc3cccnc3)C2c2cccc([N+](=O)[O-])c2)o1 (stereo unspecified)	3	25	0	-2	-1	3	3	6	-17	21	-1
Cc1ccc(S(=O)(=O)Oc2ccc(/C=C(/NC(=O)c3ccccc3)C(=O)NCCCC(=O)O)cc2)cc1	8	10	3	-12	-2	11	-7	-2	-2	10	6
CCOc1ccc(N2C(=O)Nc3ccccc3C2(O)C(=O)N2CCN(c3ccccn3)CC2)cc1 (stereo unspecified)	-4	21	7	1	3	1	-1	0	5	4	3
Cc1ccc(Cn2ccc(NC(=O)c3cc(-c4cccc(Cl)c4)on3)n2)cc1	-6	-3	-11	·	4	-16	14	-1	14	·	-37
CNc1nc(N)c([N+](=O)[O-])c(NCc2ccccc2)n1	-2	-38	2	-34	4	3	-24	1	-16	-23	-96
Cc1cc(C)nc(Nc2nc(C(N)Cc3ccc(Cl)cc3)cs2)n1 (stereo unspecified)	17	11	·	-6	30	11	5	-5	5	-5	-34
CC[C@]12c3[nH]c4ccc(Cl)cc4c3CCN1C(=O)[C@@H](CC(=O)NC/C=C(\C)CCC=C(C)C)C[C@@H]2C(=O)N1CCN(C(=O)C2CC2)CC1	-16	-5	-13	0	38	-5	38	-3	-6	16	44
COc1cccc(CNc2ccc3[nH]c(=O)[nH]c3c2)c1OCc1ccccc1F	10	-21	-17	-5	1	5	-11	-3	-7	15	8
C[C@H](N)c1nnc(SCc2c(Cl)cccc2Cl)o1	2	5	2	7	-3	7	-11	-3	4	16	-5
CC(=O)O[C@H]1CC[C@@]2(C)[C@@H](CC[C@H]3[C@@H]4CC[C@H](C(C)O)[C@@]4(C)CC(=O)[C@@H]32)C1 (stereo partly specified)	0	-10	-1	6	-6	1	6	-8	-9	-5	-4
COc1ccccc1CCC(=O)NCCCn1ccc2ccccc21	0	19	-8	24	72*	-9	2	-4	-41	1	-2
Cc1ccc(NC(=O)NC(=O)CN2CCC(C(N)=O)CC2)c(C)c1	-53	-33	-7	-56	7	4	-21	10	-38	-18	5
COc1ccc(OC)c2sc(N(CCN(C)C)C(=O)c3ccc4ccccc4c3)nc12	-5	-4	-2	7	10	-4	0	9	-4	-9	-16
COc1ccc(OCC(=O)O/N=C(\N)c2ccc(OC)c(OC)c2)cc1	2	7	6	20	-1	-1	8	-2	-10	-4	-23
CC(C)=C[C@@H]1C[C@H](C)[C@H]2CC[C@H](C)c3c(O[C@@H]4O[C@@H](C)[C@@H](O)[C@@H](O)[C@@H]4O)c(O)c(C)c1c32	13	-1	0	·	3	-8	-15	-7	14	·	6
COc1ccc(NC(=O)C(C)N2C(=O)c3ccccc3S2(=O)=O)c(OC)c1 (stereo unspecified)	-15	-4	1	22	-1	-3	-4	2	4	11	1
O=C(Nc1nnc(-c2ccc3c(c2)CCCC3)o1)c1ccc(Cl)cc1Cl	-15	-19	-3	-9	2	-8	24	-2	-13	-4	-50

Next records follow.
SMILES	LRH-1 inv ag	SRC3 inh	TLR9-MyD88 block	NCOA2 inhibitor	Exocytosis inh	NOD2 RIPK2 PPI	TROY signal inh	ABHD5 PLIN5 PPI	SRC1 inh	COUP-TFII inh	TWEAK-Fn14 inh
Cc1ccc2c(c1)C1CN(C)CCC1N2C(=O)COc1ccc(N(C)S(=O)(=O)c2cccs2)cc1 (stereo unspecified)	-9	-15	-8	17	23	-6	-15	11	-8	-9	4
O=C(O)C1CCN(S(=O)(=O)N2CCOCC2)CC1	6	-11	0	7	-2	0	-2	4	-1	3	9
Cc1ccc(C(C)NC(=O)c2cc3cc(Br)ccc3oc2=N)cc1 (stereo unspecified)	16	5	-2	26	6	-8	2	1	-8	9	7
Cc1nonc1C(=O)N/N=C/c1ccccc1	-3	-3	-2	-35	-2	-8	7	-2	-61	-5	-8
Cc1ccc(Nc2nc(C)cc(C)n2)c(Br)c1	4	-4	3	-7	0	-3	-21	-8	1	16	-1
CC1=NS(=O)(=O)c2cc(Cl)ccc2N1	9	-4	7	10	-1	-8	4	2	-9	31	0
O=C(CNC(=O)Cc1ccccc1)NCC(=O)OCC(=O)c1ccc(F)cc1	-18	5	-3	1	2	12	2	-9	5	1	-6
Cc1ccc(C)c(N2CCN(S(=O)(=O)c3cn(C)cn3)CC2)c1	0	-4	-2	-4	-8	-5	-2	-4	1	-10	-12
COCCNC(=O)NC(=O)COC(=O)c1cc([N+](=O)[O-])ccc1Sc1nc(C)cs1	-15	3	-10	-11	-7	-9	-8	4	-1	-2	13

Compound activity deposited in PubChem by several laboratories.
